Bioassay records as filed in PubChem.
GLP-1R inv ag: GLP-1 receptor (human) inverse agonism; P43220; HEK293 GLP-1R CRE-luciferase, luminescence, 24 h; GLP-1R form is constitutively active; Potency, µM (series often up to 38.3 µM), for the others: top-dose activity change, negative = inhibition, most hits filed as inhibitors; hit rate 1.6% among 410,000; AID 624417; note: potency is the fitted concentration of half-maximal effect; % is set by controls: 0 for no effect and ±100 for the full control effect; nearly all actives have a fitted effect of over 55% in size
Target sequence (P43220 whole entry, looked up): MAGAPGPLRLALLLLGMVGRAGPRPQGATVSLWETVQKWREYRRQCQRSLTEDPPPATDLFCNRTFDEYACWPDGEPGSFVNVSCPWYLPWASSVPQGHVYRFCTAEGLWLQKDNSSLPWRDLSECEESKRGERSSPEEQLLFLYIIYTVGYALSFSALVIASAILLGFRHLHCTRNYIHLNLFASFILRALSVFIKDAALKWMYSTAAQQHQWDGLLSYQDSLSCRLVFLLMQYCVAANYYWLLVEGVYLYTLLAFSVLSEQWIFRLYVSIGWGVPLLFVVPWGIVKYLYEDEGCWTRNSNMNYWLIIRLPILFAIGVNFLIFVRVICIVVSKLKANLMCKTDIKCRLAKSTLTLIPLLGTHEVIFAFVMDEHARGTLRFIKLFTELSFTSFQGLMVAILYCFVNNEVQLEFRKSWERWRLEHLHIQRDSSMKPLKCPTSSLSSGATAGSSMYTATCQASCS
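qHTS in 1536-well format: reporter HEK293 cells expressing constitutive GLP-1R activity in DMEM + 10% Nu serum, 24 hr with compounds at 37 deg C, luminescence read after 12 min with detection reagent.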
GLP1R cytotox: cytotoxicity in counter-screen for GLP-1R inverse agonists | HEK293 cAMP-luciferase reporter cells, luminescence, 24 h | Potency, µM (top dose mostly 38.3 µM), inactives show top-dose activity change, negative = inhibition, hits mostly inhibitors | hit rate 0.13% among 410,000;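 note: loss of luciferase light is scored as toxicity; potency is the fitted concentration of half-maximal effect; % is set by controls: 0 for no effect and ±100 for the full control effect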
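1536-well qHTS counterscreen of the MLSMR; 200 cells/uL, 12 h pre-incubation, 23 nL cpd, 24 h at 37 deg C 5% CO2, luciferase detection reagent, 12 min RT, luminescence. Inhibition = undesired.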
EPAC1 antagonist: antagonists of human EPAC1. O95398. EPAC1 GEF assay, Rap1b-BODIPY-GDP exchange fluorescence. Potency, µM (titrated, usually from 115 µM), for the others: top-dose activity change, negative = inhibition, hits mostly inhibitors. hit rate 0.14% among 360,000;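 note: potency is the fitted concentration of half-maximal effect; plate controls were vehicle for no effect and positive control for full effect; nearly all actives have a fitted effect of over 50% in size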
GLP1R ag: activates the human GLP-1 receptor; P43220; Potency, µM (series often up to 45.6 µM), inactives show at the top dose activation, hits mostly activators; hit rate 0.007% among 380,000; HEK293 GLP-1R CRE-luciferase, luminescence, 4-6 h; cells express a hypersensitive GLP-1R form; note: potency is the fitted concentration of half-maximal effect; % of control where 0% means no effect
EPAC1 agonist: agonists of human EPAC1; EPAC1 agonist qHTS, biochemical assay; response scale: 100% = response to 6.5 mM cAMP; Potency, µM (highest dose often 154 µM), for the others: at the highest dose activation, usual class: activators; hit rate 0.073% among 360,000; AID 720707; note: potency is the fitted concentration of half-maximal effect; nearly all actives have a fitted effect of over 60% in size
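Nucleotide exchange assay: 100 nM EPAC1 with 250 nM Rap1B loaded with BODIPY-GDP and 50 uM GDP, room temperature. Fluorescence (480/540 nm) read every 5 min for 30 min; signal change normalized to 6.5 mM cAMP as full agonist.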
PLK1 PBD block: blocks phosphopeptide binding to human PLK1 polo-box domain | P53350 | Plk1 PBD binding of FITC phosphopeptide, fluorescence polarization | Potency, µM, without a hit: max response, negative = inhibition, actives largely listed as inhibitors | hit rate 2.8% among 360,000 | AID 720504; note: potency is the fitted concentration of half-maximal effect; series mostly up to about 57 µM; % is set by controls: 0 for no effect and ±100 for the full control effect; nearly all actives have a fitted effect of over 65% in size
PTHR1 ag: PTHR1 (human) receptor agonism | Q03431 | HEK293 GP2 PTHR1 cells, GloSensor cAMP luminescence, 1 h | Potency, µM (doses to about 115 µM), for the others: at the top dose activation, most hits filed as activators | hit rate 0.075% among 410,000 | AID 743266; note: potency is the fitted concentration of half-maximal effect; nearly all actives have a fitted effect of over 55% in size; some results filed as inactive show a strong effect at the top dose; inactives centre near -15; many of its hits are not listed in these tables
Target sequence (Q03431 whole entry, looked up): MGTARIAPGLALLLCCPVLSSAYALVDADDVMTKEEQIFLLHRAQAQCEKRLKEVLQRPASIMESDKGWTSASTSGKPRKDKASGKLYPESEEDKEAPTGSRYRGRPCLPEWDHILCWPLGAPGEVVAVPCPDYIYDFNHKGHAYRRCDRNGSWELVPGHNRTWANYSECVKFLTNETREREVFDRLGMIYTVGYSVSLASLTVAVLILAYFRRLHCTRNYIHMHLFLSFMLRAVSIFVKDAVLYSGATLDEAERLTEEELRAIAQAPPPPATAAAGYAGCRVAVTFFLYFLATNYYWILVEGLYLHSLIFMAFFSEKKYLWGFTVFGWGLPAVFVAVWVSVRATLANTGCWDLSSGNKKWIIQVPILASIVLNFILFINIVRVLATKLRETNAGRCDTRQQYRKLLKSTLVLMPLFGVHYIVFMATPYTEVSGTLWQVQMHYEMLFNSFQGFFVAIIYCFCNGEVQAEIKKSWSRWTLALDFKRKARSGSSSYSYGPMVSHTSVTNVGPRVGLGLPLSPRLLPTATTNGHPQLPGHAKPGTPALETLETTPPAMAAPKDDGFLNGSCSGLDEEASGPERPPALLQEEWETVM
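HEK-293-derived GP2 cells expressing PTHR1 and a GloSensor cAMP reporter, 3,000/well, plated overnight, given luciferin plus IBMX (each 0.5 mM as added) for 1 h at 37 °C, then compound for 1 h at 37 °C. Luminescence was read after 15 min at room temperature.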
PI5P4Ka inh: PI5P4K alpha (human) kinase inhibition; PI5P4Kalpha enzyme, ADP-Glo luminescence, 60 min; hits give low values; hit rate 1.2% among 330,000; AID 652105; max response, %; active = max response of -50% or lower; inconclusive = between -30% and -50%; inactive = -30% or higher; note: value at the top dose of about 77 µM; % is set by controls: 0 for no effect and ±100 for the full control effect
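Compounds were pin-transferred onto PI5P4Kalpha and substrate in HEPES pH 7.4 buffer with EGTA, CHAPS and 5% DMSO. ATP (5 microM final) started the reaction, which ran 60 minutes at room temperature before ADP-Glo detection.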
IL-2 act: activates IL-2 in a cell-based reporter assay | IL-2 activation reporter assay, cell-based qHTS; stimulated with anti-CD3/CD4/CD28 beads; in transgenic mouse T cells | activation, % (series mostly up to about 46 µM) | hit rate 0.065% among 360,000 | AID 652025; in the data active = activation above about 50%; inconclusive = mostly about 30% to 49%; note: 0% is about no effect
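Readout is EGFP and DsRed signal by fluorescent plate cytometry after 18 h at 37 degrees C. Transgenic mouse T cells (750/well) received compound for 60 min before bead stimulation (anti-CD3, anti-CD4, anti-CD28); memory T cells served as non-tolerant control.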
* = called active by the depositor; i = inactive; ? = inconclusive; . = no result given; & = joins results of further samples; [ ] = dose if it differs, or a comment. Unless noted, calls come from the whole dose curve; as a rule, active = well fitted curve in the direction sought with a large enough effect; inconclusive = small, poorly fitted or top-dose-only effect, or another doubt; inactive = no such curve, though single readings can be large; an effect the other way counts as inactive or inconclusive. Only part of the results is shown; the hit share may differ from the screen's.

SMILES	GLP-1R inv ag	GLP1R cytotox	EPAC1 antagonist	GLP1R ag	EPAC1 agonist	PLK1 PBD block	PTHR1 ag	PI5P4Ka inh	IL-2 act
O=C(O)CCSc1nnc(-c2cccnc2)n1-c1ccccc1	10%	0%	16%	-10%	-5%	-6%	-6%[57.5 µM]	.	-0.6
O=C(N=C1SC2CS(=O)(=O)CC2N1c1ccc(Br)cc1F)C1CC1 (stereo not given)	13%	-6%	-11%	0%	-8%	1%	i	-1	-2.1
COc1ccc(CNC(=O)N2CCN(c3cccc(C)c3C)CC2)cc1OC	?	-7%	0%	10%	1%	-1%	-23%	6	-0.6
CCc1nnc(NS(=O)(=O)c2ccc(NC(=O)/C=C/c3ccc(F)cc3)cc2)s1	-12%	4%	-7%	-2%	14%	-15%	i	-8	1.3
C=CCN1C=CC(=C/C=C(/C#N)C(=O)OCC)C=C1	?	-16%	-2%	-10%	24%	114%[activator]	-2%[57.5 µM]	-4	28
COc1ccccc1N1CCN(C(=O)c2ccco2)CC1	11%	-4%	1%	0%	-9%	-4%	i	3	0.6
CCOc1ccc(NC(=S)NC(=O)c2c(Cl)c(C)nn2C)c([N+](=O)[O-])c1	29%	15%	0%	-9%	8%	-14%	-5%	-5	-2.4
COc1cccc(NC(=O)CNS(=O)(=O)c2ccc(Cl)cc2)c1	?	-1%	-21%	4%	7%	-4%	-25%	2	1.2
CCn1ncc(Br)c1C(=O)Nc1ncc(C)s1	21%	15%	-19%	-6%	1%	-13%	-36%[inhibitor]	1	-0.3
Cc1cc(C)nc(SCc2nnc(SCC(=O)Nc3ccccc3C)n2Cc2ccco2)n1	3%	2%	-14%	8%	-3%	-14%	i	3	-3.0
CN(C1CCCCC1)S(=O)(=O)c1ccc(C(=O)Nc2sc3c(c2C(N)=O)CC(C)(C)NC3(C)C)cc1	9%&-16%	77%&-3%[activator]	6%	3%&17%	-6%	34µM*	-24%	-24	1.6
CC(C)(C)NC(=O)COC(=O)CCC(=O)c1cccs1	-2%	0%	-5%	2%	-8%	-4%	-22%	-7	-4.5

Three structures already listed, sorted by molar mass, lowest first:
SMILES	GLP-1R inv ag	GLP1R cytotox	EPAC1 antagonist	GLP1R ag	EPAC1 agonist	PLK1 PBD block	PTHR1 ag	PI5P4Ka inh	IL-2 act
CCn1ncc(Br)c1C(=O)Nc1ncc(C)s1	21%	15%	-19%	-6%	1%	-13%	-36%[inhibitor]	1	-0.3
COc1ccc(CNC(=O)N2CCN(c3cccc(C)c3C)CC2)cc1OC	?	-7%	0%	10%	1%	-1%	-23%	6	-0.6
Cc1cc(C)nc(SCc2nnc(SCC(=O)Nc3ccccc3C)n2Cc2ccco2)n1	3%	2%	-14%	8%	-3%	-14%	i	3	-3.0

Continuation:
SMILES	GLP-1R inv ag	GLP1R cytotox	EPAC1 antagonist	GLP1R ag	EPAC1 agonist	PLK1 PBD block	PTHR1 ag	PI5P4Ka inh	IL-2 act
Nc1oc2ccccc2c(=O)c1-c1ccc2c(c1)OCO2	4%	13%	-18%	5%	5%	-1%	-10%	1	-2.5
c1ccc(N=Nc2ccc(C3=NCCO3)cc2)cc1	7%	2%	18%	1%	-8%	-1%	-45%[inhibitor]	0	1.9
Cc1ccc(N(Cc2cc3cccc(C)c3[nH]c2=O)S(=O)(=O)c2ccccc2)c(C)c1	-10%	0%	-18%	-2%	11%	15µM*	-9%	-6	-1.8
C[C@H]1CN(S(=O)C(C)(C)C)[C@@H](CCO)/C1=C\c1ccccc1 (stereo not given in full)	4%	5%	-9%	4%	13%	-8%	i	0	-0.3
CCn1c(CC(=O)Nc2ccc(C)c(Cl)c2)nnc1SCc1ccc(Cl)c(Cl)c1	-1%	9%	-11%	5%	5%	-8%	-26%[57.5 µM]	.	-1.3
O=C(Cc1ccccc1)N/N=C/c1ccc2cccc(O)c2n1	?	5.6µM*	1%	6%	2%	-8%	-6%	1	-6.1
O=C(CN1CCCN(Cc2ccc(F)cc2Cl)C1=O)NC1CCCC1	-10%	6%	-3%	11%	5%	-22%	-21%	2	-0.1
Cc1cc(C)c(S(=O)(=O)CCC(C)C)c(=O)[nH]1	-7%	0%	12%	-1%	4%	5%	i	9	0.1
CCOc1cc2[nH]c(=S)n(Cc3ccc(C(=O)NCCCN(CC)CC)cc3)c(=O)c2cc1OCC	?	?	-10%	20%	3%	-9%	24%	-2	-0.6
Cc1cnc(C(=O)OCC(=O)N(C(C)C)C(C)C)cn1	8%	9%	7%	-4%	8%	3%	i	5	-0.5
Cc1ccc2nc(Nc3nc(CSc4nc5ccccc5s4)cc(=O)[nH]3)nc(C)c2c1	17%	10%	2%	-7%	-5%	-2%	0%	3	0.6
COc1ccc(NC(=O)COC(=O)CN2C(=O)C3CCCCC3C2=O)cc1OC (stereo not given)	5%	3%	?	-2%	10%	-7%	-4%	7	-0.5
CC(=O)N1c2ccc(S(=O)(=O)N3CCC(C(=O)Nc4cccc(C(F)(F)F)c4)CC3)cc2CC1C (stereo not given)	?	0%	?	0%	-7%	27µM*	-93%[inhibitor]	4	-2.4
Cc1c(N=c2scc(-c3ccccc3)n2C)c(=O)n(-c2ccccc2)n1C	-30%	-24%	-1%	7%	3%	-1%	-45%[inhibitor]	-2	-1.4
CC(=C/c1ccccc1)/C=N/n1cnnc1	3%	4%	3%	-10%	-7%	-1%	i	-1	-1.5
O=C1CN(C(=O)COc2ccc(F)cc2Br)c2ccccc2N1	14%	2%	3%	2%	4%	-2%	i	4	0.9
CCc1nnc(NC(=O)c2c(OC)cccc2OC)s1	9%	4%	-19%	-7%	3%	-8%	i	.	-1.3
CN(CC(=O)NCc1ccccn1)S(=O)(=O)c1ccc2ccccc2c1	12%	2%	12%	1%	1%	0%	i	-5	-0.2
Cc1cc(C)cc(OCC(=O)NC(C)c2ccccc2)c1 (stereo not given)	?	13%	-13%	6%	-1%	-10%	i	-3	-4.3
CC(C)CCN(CCC(C)C)C(CO)(CO)CO	13%	4%	-26%	5%	6%	-15%	-42%[inhibitor]	2	-1.1
COc1cccc(-c2cc3nc(NCc4ccccc4F)n(C)c(=O)c3s2)c1	32%[activator]	-1%	-7%	2%	11%	-8%	-20%	1	-0.1
COCOc1cccc(CN2CCC(C)(Oc3ccc(C(C)=O)cc3)C2)c1 (stereo not given)	-18%	2%	-9%	3%	-5%	5%	-38%[inhibitor]	4	0.1
O=C(CSc1c[nH]c2ccccc12)NCC1CCCO1 (stereo not given)	11%	3%	2%	-5%	-5%	-2%	i	0	0.9
CCOC(=O)Nc1cc(Br)c2c(c1)OCCO2	14%	-3%	12%	2%	-1%	-5%	i	.	-1.9
CCOCCCN(C(=O)c1snc(C(N)=O)c1N)C(C(=O)NCCC(C)C)c1ccc(Cl)cc1 (stereo not given)	?	-1%	-11%	10%	-6%	-6%	i	9	-2.0
O=C(Nc1sc2c(c1C(=O)NC1CC1)CCCCCC2)c1ccco1	0%	6%	15%	-3%	6%	-22%	i	.	-0.9
C=CC[N+]1(CC#Cc2ccccc2)CCCC1	-21%	8%	13%	9%	-2%	0%	-16%	-3	-0.6
CCc1noc(C)c1C(=O)OCC(=O)c1ccc(NC(C)=O)cc1F	-14%	-3%	2%	2%	-5%	-7%	i	2	0.7
CCOC(=O)C1=C(C)NC(=O)NC1c1ccc(N(CC)CC)cc1 (stereo not given)	2%	1%	-10%	-1%	-5%	-4%	-8%	2	-3.9
CCC(=O)Nc1c2c(nn1-c1ccc(C)cc1)CS(=O)(=O)C2	0%	3%	-23%	-4%	14%	-3%	i	-4	-0.9
CCOc1ccc(Nc2cc(=O)n(C)c(=O)n2C)cc1	7%	10%	-23%	-2%	-6%	-9%	i	-17	-2.5
CCOC(=O)c1cc2sccc2n1CC(=O)OC(C)C	0%	-3%	9%	4%	1%	0%	i	.	-3.1
O=C(Nc1ccccc1F)C1CCCN1S(=O)(=O)c1cccc2nsnc12 (stereo not given)	3%	-11%	12%	8%	14%	-11%	i	12	-5.7
CCOC(=O)C1CCN(C(=O)c2cc3c(OC)c(OC)c(OC)cc3[nH]2)CC1	-6%	4%	-2%	7%	-6%	3%	-1%	5	-3.3
COC(=O)c1c(NC(=O)CCCC(=O)O)sc(C)c1C	9%	-7%	-19%	-10%	0%	-14%	-8%[57.5 µM]	-10	0.5
COc1ccc(OC)c(Nc2nc(-c3cccc([N+](=O)[O-])c3)nc3ccccc23)c1	0%	-13%	-2%	-2%	2%	-3%	-2%	0	0.4
COc1ccc(CNC(=O)CN(Cc2ccc(F)cc2)C(=O)c2csnn2)cc1	-2%	-10%	-15%	0%	4%	-7%	i	8	1.0
Cc1cccc(-n2cc[nH]c2=S)c1C	-1%	-8%	1%	-1%	-1%	-21%	i	-6	-1.4
CN1CCSc2ccc(C(=O)Nc3ccc(Cl)cc3)cc21	5%	7%	4%	17%	10%	-2%	0%	-2	0.1
Cc1ccc2c(c1)C1CN(C)CCC1N2S(=O)(=O)c1ccccc1F (stereo not given)	?	1%	-11%	-5%	-4%	-1%	-8%	0	0.0
COc1cc(-c2noc(C3CCCN(S(=O)(=O)c4cccc(Cl)c4)C3)n2)cc(OC)c1OC (stereo not given)	0%	-6%	0%	6%	4%	-7%	i	.	-1.7
Oc1ccc(Nc2ncnc3ccccc23)cc1	15%	5%	-37%	-6%	-9%	-11%	-3%	-1	0.3
COc1ccc(N2CCN(C(=O)CCS(=O)(=O)c3ccc(OC)cc3)CC2)cc1	-1%	-22%	-1%	-3%	2%	4%	-6%	0	0.3
C[N+](C)(C)CCOC(=O)CCC(=O)OCC[N+](C)(C)C	0%	3%	5%	-2%&-5%	-18%	1%	i	-1	0.4
Cc1ccccc1-n1c(SCC(=O)NCc2cccs2)nc2ccccc2c1=O	?	-20%	-18%	1%	-2%	-1%	i	11	0.0
COc1cccc(-c2ccc3ncnc(NCc4ccc5c(c4)OCO5)c3c2)c1	.	.	-9%	-1%	-16%	.	-7%	.	0.0
